High-throughput results: PubChem, Sanford-Burnham Center for Chemical Genomics
tim23-1 inh = growth inhibitors of tim23-1 mutant yeast; inhibition, % at 20 µM; S. cerevisiae tim23-1 growth, BacTiter-Glo luminescence, 24 h; hit rate 1.3% among 330,000; AID 463212;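 active means growth inhibition of the mutant yeast at or above 50%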;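 further: temperature-sensitive mutant grown at 25 °C; plate controls were DMSO-treated mutant yeast for no effect and medium wells lacking yeast for full effect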
CHOP UPR activ = apoptotic UPR (CHOP) activation. hit rate 0.34% among 330,000. AID 449763. activation, % at 10 µM. CHO-CHOP luciferase reporter, luminescence; percent of tunicamycin response over DMSO baseline;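 active means at 10 µM dose, activation of 40% or more, normalized to positive control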;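 further: 100% = tunicamycin at 10 µg/mL and 0% = DMSO alone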
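Test system: CHO CHOP reporter cells. Input: 500 CHO-CHOP cells per well. Medium: F12 with 10% FBS. Technique: luciferase luminescence. Measure: percent activation relative to tunicamycin control. Dosing: 10 µM compound, 0.5% DMSO. Timing: 16-18 h cell attachment, then 6 h compound exposure, 37 °C.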
tim10-1 inh = growth inhibitors of tim10-1 mutant yeast. hit rate 2.2% among 330,000. S. cerevisiae tim10-1 ts strain growth, BacTiter-Glo, 24 h. AID 463190. inhibition, % at 20 µM;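 active means inhibition of at least 40%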;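 further: mutant grown at 25 °C; 0% = DMSO wells with yeast and 100% = wells holding no yeast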
CXCR6 inh = blocks human CXCR6 beta-arrestin recruitment | hit rate 0.36% among 360,000 | CHO-K1 PathHunter CXCR6 beta-arrestin, luminescence | AID 602244 | inhibition, % at 20 µM; in the data active means inhibition above about 34%, passing the limit was not always enough;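 further: antagonist mode with CXCL16 agonist at 10 nM final; 0% = 10 nM CXCL16 with DMSO and 100% = unstimulated wells without agonist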
Target sequence (O00574 whole entry, looked up): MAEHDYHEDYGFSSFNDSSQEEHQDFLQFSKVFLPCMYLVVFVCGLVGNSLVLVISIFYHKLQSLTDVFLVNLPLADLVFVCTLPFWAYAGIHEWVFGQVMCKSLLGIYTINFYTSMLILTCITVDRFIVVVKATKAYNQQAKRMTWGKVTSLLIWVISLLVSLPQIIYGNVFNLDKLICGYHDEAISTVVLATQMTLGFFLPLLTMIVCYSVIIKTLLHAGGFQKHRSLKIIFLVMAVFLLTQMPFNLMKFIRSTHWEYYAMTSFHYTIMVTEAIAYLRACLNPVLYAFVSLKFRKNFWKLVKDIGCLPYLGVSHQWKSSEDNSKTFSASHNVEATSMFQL
Mdm2 MdmX PPI = human Mdm2/MdmX binding inhibition; inhibition, % at 8 µM; hit rate 3% among 330,000; SaOS-2 split-luciferase Mdm2/MdmX complementation, luminescence; O15151+Q00987;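 active means inhibition of at least 50% at 8 µM in the primary screen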
XBP1 UPR activ = activators of adaptive arm of unfolded protein response (XBP1); CHO-XBP1 luciferase reporter, IRE1-XBP1 UPR activation, luminescence; percent of tunicamycin response, DMSO as zero; activation, % at 20 µM; hit rate 0.33% among 330,000;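 active means versus positive control, 20 µM dose yields 30% or more activation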;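 further: 100% = tunicamycin at 10 µg/mL and 0% = DMSO only wells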
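Assay system: IRE1-XBP1 luciferase reporter CHO line. Input: 1000 cells/well. Buffer or medium: F12 with 10% serum. Doses: 20 µM, 1% DMSO. Times: overnight seeding at 37 °C, 6 h compound treatment at 37 °C. Technique: Steady-Glo luciferase glow luminescence, 10 min after reagent addition.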
APJ agonist = APJ receptor agonism; P35414; CHO-K1 APJ PathHunter beta-arrestin, luminescence; 0% DMSO wells, 100% apelin; activation, % at 20 µM; hit rate 0.11% among 330,000; AID 2520;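 active means activation more than six SD over the plate average, tested at 20 µM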;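 further: 0% = DMSO alone and 100% = apelin-13 at 10 nM; some results filed as inactive read as strong as hits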
Target sequence (P35414 whole entry, looked up): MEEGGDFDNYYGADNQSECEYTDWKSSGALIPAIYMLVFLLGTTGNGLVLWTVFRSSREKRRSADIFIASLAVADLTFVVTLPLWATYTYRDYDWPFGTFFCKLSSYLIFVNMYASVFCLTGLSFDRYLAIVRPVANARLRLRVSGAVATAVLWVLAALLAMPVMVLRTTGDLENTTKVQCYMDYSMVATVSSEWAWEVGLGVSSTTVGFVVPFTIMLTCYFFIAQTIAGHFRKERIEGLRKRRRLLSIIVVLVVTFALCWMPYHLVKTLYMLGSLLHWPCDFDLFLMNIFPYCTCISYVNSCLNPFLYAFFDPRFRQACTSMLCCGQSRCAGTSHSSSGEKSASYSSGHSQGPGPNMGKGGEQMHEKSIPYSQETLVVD
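Assay system: CHO-K1 APJ beta-arrestin complementation cell line / Compound: single test compound dose, 20 µM final, 1% DMSO / Times: overnight seeding, 90 min compound at 25 °C, 1 h detection / Technique: beta-gal luminescence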
TIM10 inh = inhibits growth of TIM10 yeast strain | S. cerevisiae TIM10 strain growth, BacTiter-Glo luminescence, 24 h | hit rate 1.4% among 330,000 | AID 463195 | inhibition, % at 10 µM;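 active means inhibition of 40% or more at the single tested concentration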;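 further: wild-type TIM10 isogenic control strain grown at permissive 25 °C; 0% = DMSO yeast wells and 100% = minimal medium wells without yeast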
APJ antagonist = blocks the human apelin receptor APJ. P35414. CHO-K1 APJ beta-arrestin complementation, luminescence. inhibition, % at 20 µM. hit rate 0.32% among 330,000;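 active means inhibition above about 40% at 20 µM, limit read from the data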;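 further: cells challenged with 10 nM apelin-13 agonist together with compound; plate controls were apelin-13 plus DMSO wells for no effect and DMSO wells lacking apelin-13 for full effect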
The depositor's hits bear a star; · = no result given. An excerpt. The share of hits here may be higher or lower than overall.

SMILES	tim23-1 inh	CHOP UPR activ	tim10-1 inh	CXCR6 inh	Mdm2 MdmX PPI	XBP1 UPR activ	APJ agonist	TIM10 inh	APJ antagonist
CCN(CC(=O)N1CCc2ccccc2C1)S(=O)(=O)c1ccc2ccccc2c1	16.4	-1.1	28.2	5.9	35.0	1.2	-1.6	8.4	-4.1
CSc1cccc(NC(=O)NCc2cccc(CNC(=O)Nc3cccc(SC)c3)c2)c1	-0.2	5.6	-6.9	3.7	55.5*	14.0	-5.5	-23.6	-12.4
Cc1ccc(S(=O)(=O)Oc2ccc(/C=C(/NC(=O)c3ccccc3)C(=O)NCC(=O)O)cc2)cc1	7.8	-1.0	7.1	1.3	-23.2	-2.0	-0.2	13.7	-2.1
CC(=O)Nc1ccc(S(=O)(=O)N(C)CC(=O)Nc2cccc(S(=O)(=O)N3CCCC3)c2)cc1	4.8	1.7	11.9	2.1	25.3	-3.9	-3.6	-0.6	-5.8
O=C(NCCc1ccncc1)C(F)(F)F	8.9	1.7	-0.2	0.0	20.0	-1.0	-1.7	5.5	8.1
CCc1ccc(OCC(=O)N2CCc3ccccc32)cc1	26.6	6.8	12.0	2.8	-83.1	1.7	-4.9	-9.8	22.8
O=C(Cc1c[nH]c2ccccc12)NCc1ccccc1F	7.1	-0.5	16.9	-2.2	-16.0	3.1	-0.9	-7.1	-18.0
NS(=O)(=O)c1ccc(NC(=O)COC(=O)CCc2ccccc2)cc1	6.9	1.5	9.1	0.1	11.8	-1.1	-2.5	0.2	-7.9
COc1ccc2[nH]c(=O)c(CN(Cc3cccs3)C(=S)Nc3ccccc3)cc2c1	0.9	-2.3	14.9	·	40.1	0.7	1.4	6.9	-16.1
Cc1ccc2c(c1)c1nnc(SCC(=O)N3CCN(c4ccc(F)cc4)CC3)nc1n2CC(=O)O	8.2	-2.1	12.2	0.6	9.0	0.8	-1.2	5.7	-30.8
COC(=O)c1ccc(CSc2nnc3nc(C)cc(C)n23)cc1	22.6	-0.7	8.5	6.2	-11.6	-2.5	-0.3	-10.3	0.0
C#CCNC(=O)C1=C[C@@H](c2ccccc2)C[C@@H](OCCCCO)O1	16.8	0.6	-6.7	2.8	18.7	0.4	-3.9	8.6	6.0
COc1ccccc1N1CCN(C2CCCN(C(=O)CC(F)(F)F)C2)CC1 (stereo unspecified)	7.8	-0.1	8.4	-13.0	13.1	-0.9	-3.0	-9.4	11.3
COc1cc(N2C(=O)c3ccccc3C2=O)c(Cl)cc1C(=O)OCC(=O)NCc1ccco1	3.1	-1.4	-12.4	6.8	-8.9	-1.6	-1.3	-5.8	10.4
Cc1nc2ccccc2c(=O)n1NC(=O)c1ccc(F)cc1Cl	11.1	-4.1	29.5	4.8	10.8	1.1	-6.3	-4.3	13.7
O=C(CN1CCN(C(=O)c2cccc(S(=O)(=O)N3CCCC3)c2)CC1)Nc1ccc(F)cc1	8.8	-1.5	-3.5	5.8	-4.1	-1.4	-3.2	1.1	-5.1
CCCCCN(C(=O)CCC(=O)OCC(=O)N1CCCCC1C)c1c(N)n(CCCC)c(=O)[nH]c1=O (stereo unspecified)	-3.5	1.0	-2.8	0.5	-7.4	-0.4	-0.9	-4.7	-1.4
Oc1ccc(NCc2ccccc2OCc2ccccc2)cc1	31.7	4.2	7.5	-2.6	32.4	-0.6	4.2	23.3	-70.6
CCOc1ccc2nc(N3C(=O)CNC3=S)sc2c1	34.3	1.8	21.7	32.2	-5.9	2.2	-4.3	10.3	12.6
CC(C)Sc1nc(N2CCCC2)c2c(c1C#N)CC(C)(C)OC2	34.2	3.8	30.0	2.6	-14.7	0.8	3.7	6.6	2.1
COc1cccc(OC)c1C(=O)N1CCNCC1	-9.0	2.3	-20.8	0.0	20.3	-4.1	-0.5	13.1	-4.6
Cc1ccc(C)c(NC(=O)COC(=O)CC2CC3CCC2C3)c1 (stereo unspecified)	18.9	0.4	-21.5	8.0	6.2	-2.9	-3.8	-20.9	5.5
Cc1cc(C(=O)COC(=O)C23CC4CC(CC(O)(C4)C2)C3)c(C)n1-c1c(C)n(C)n(-c2ccccc2)c1=O	10.2	-0.2	12.3	-4.8	-11.7	-0.8	-4.4	17.6	-0.3
O=C(N/N=C\c1cc2c(cc1[N+](=O)[O-])OCO2)c1cccs1	17.1	0.6	-0.5	1.3	8.1	-4.5	4.8	3.0	-45.8
CCCNC(=O)CN(c1ccc(F)cc1)S(=O)(=O)c1ccc2c(c1)OCCO2	6.9	1.5	11.5	8.3	17.3	-1.9	0.0	10.4	13.5
CCOc1cccc(=O)c2c(C)n(C)c(C)c12	7.6	1.0	10.1	7.5	7.6	2.2	0.6	9.5	-8.9
CSc1ccc(C(=O)N2CCC(CCC(=O)NC3CC3)CC2)cc1	-3.0	3.1	-2.6	-4.0	-1.7	-6.8	-3.8	-1.9	23.9
Cc1cccc(-c2nnc(SCC(=O)NCc3ccc4c(c3)OCO4)n2C)c1	9.1	0.4	-5.3	-18.0	28.1	-4.2	0.5	-3.1	1.6
COc1cc(C(=O)N2CCCCCCC2)ccc1OC1CCN(C(C)=O)CC1	-2.2	4.8	-7.6	-1.3	13.3	-0.5	1.9	1.4	1.9
Cc1ccc2c(C)nc(N/C(N)=N/S(=O)(=O)c3ccc([N+](=O)[O-])cc3)nc2c1	29.7	4.4	41.5*	-5.9	18.3	11.4	2.2	24.8	-17.2
O=C1CS(=O)(=O)N(Cc2ccc(F)cc2)c2ccccc21	52.8*	-0.6	29.5	-8.8	22.2	-0.2	·	25.2	·
O=C(C[C@H]1C[C@H](C(=O)N2CCCCC2)[C@@]2(CCc3ccccc3)c3[nH]c4ccc(Cl)cc4c3CCN2C1=O)NCCC1=CCCCC1	20.8	55.5*	3.5	-2.0	77.4*	144.4*	·	-11.9	·
CCC(=O)Nc1c(OC(=O)CC)ccc2c(C)cc(=O)oc12	3.9	3.1	8.1	7.7	8.0	-1.2	-2.3	6.4	1.2
CNC(=O)CSc1ncnc2c1cnn2-c1ccccc1	14.4	2.2	10.0	-6.1	-59.2	2.4	-3.7	18.1	12.0
COc1ccc(/C=N/NC(=O)c2ccc(COc3cccc4cccnc34)cc2)cc1OC	18.5	0.1	-0.6	-2.1	19.2	-0.2	4.7	1.0	1.6
Cn1c(SCC(=O)NC2CCCC2)nc2c(c1=O)SCC2	12.3	-0.8	9.4	-16.8	4.3	-3.3	-2.2	-6.3	-18.2
CC(Cc1cccs1)NC(=O)c1cccs1 (stereo unspecified)	-1.3	0.9	2.2	1.3	20.8	-0.8	-0.4	0.3	9.3
CN(C)C(=O)CSc1nc2ccccc2c(=O)[nH]1	13.0	-3.8	-4.0	2.2	21.7	1.9	-1.6	-2.9	4.7
COc1cc(-c2n[nH]c(=S)n2-c2ccc(C)cc2)cc(OC)c1OC	11.9	-1.3	20.6	-14.9	5.3	1.6	-1.9	1.2	14.8
CC1=C(C(=O)Nc2ccc(Cl)cc2C(=O)N2CCC(C(N)=O)CC2)SCCO1	13.2	1.4	14.1	-6.1	17.6	-1.2	2.8	13.9	3.1
O=C(Nc1ccc(N2CCOCC2)nc1)c1ccc(Cl)cc1	3.0	-2.2	6.1	-14.7	-22.4	8.7	-3.2	0.1	12.2
CN(Cc1cccs1)C(=O)COc1ccc(-c2nnco2)cc1	2.7	0.5	8.6	-3.8	0.7	0.3	-3.7	12.0	-1.0
Cc1ccccc1CN1CCN(Cc2ccc3cccc(F)c3n2)CC1CCO (stereo unspecified)	-2.8	0.4	14.8	9.9	14.9	-5.5	-2.9	0.5	7.6
CN(Cc1cccs1)C(=O)CCCc1c[nH]c2ccccc12	25.9	3.5	-46.4	4.8	-37.4	1.5	0.1	-13.4	10.2
COCC1CCCN(C(=O)c2cc(COc3ccc4ncccc4c3)on2)C1 (stereo unspecified)	16.3	2.0	13.0	-4.3	14.4	-5.2	9.6	7.7	-1.4
CCCCCCCCS(=O)c1sc2nc(C)cc(C)c2c1N (stereo unspecified)	24.3	1.7	24.3	-3.8	6.7	-2.6	-4.1	23.0	-6.3
COC(=O)c1sc(-c2ccc(Cl)cc2)cc1N	19.5	4.5	17.8	-9.5	-30.9	2.1	0.1	23.1	18.1
CC1CC(C)CN(C(=O)c2cc(-c3ccccn3)nc3ccccc23)C1 (stereo unspecified)	32.1	0.2	23.5	-7.3	-17.8	-0.8	-4.2	23.4	8.9

Full records as entered above:
`COC(=O)c1sc(-c2ccc(Cl)cc2)cc1N` reads tim23-1 inh: 19.5; CHOP UPR activ: 4.5; tim10-1 inh: 17.8; CXCR6 inh: -9.5; Mdm2 MdmX PPI: -30.9; XBP1 UPR activ: 2.1; APJ agonist: 0.1; TIM10 inh: 23.1; APJ antagonist: 18.1
`CC1=C(C(=O)Nc2ccc(Cl)cc2C(=O)N2CCC(C(N)=O)CC2)SCCO1` reads tim23-1 inh: 13.2; CHOP UPR activ: 1.4; tim10-1 inh: 14.1; CXCR6 inh: -6.1; Mdm2 MdmX PPI: 17.6; XBP1 UPR activ: -1.2; APJ agonist: 2.8; TIM10 inh: 13.9; APJ antagonist: 3.1

Next part
SMILES	tim23-1 inh	CHOP UPR activ	tim10-1 inh	CXCR6 inh	Mdm2 MdmX PPI	XBP1 UPR activ	APJ agonist	TIM10 inh	APJ antagonist
Cc1ccc(NC(=O)c2cc(NC(=O)C3CC=CCC3C(=O)O)ccc2N2CCOCC2)cc1 (stereo unspecified)	7.3	-1.5	10.4	2.7	3.7	-1.3	2.1	-6.4	3.7
O=C(Nc1ccccc1)C1CCCCC1	-3.7	-0.7	5.8	5.8	13.7	-2.2	-5.1	4.4	12.6
c1ccc(-c2noc(-c3ccc4c(c3)OCO4)n2)nc1	51.5*	-10.1	49.5*	3.2	83.0*	-9.4	0.8	34.3	16.5
Cc1cc(N)c2ccccc2n1	0.2	0.2	7.4	0.7	5.8	-2.5	-1.9	5.0	11.2
CCC(C(=O)OCC(=O)Nc1ccc(Cl)c(S(=O)(=O)N(C)C)c1)c1ccccc1 (stereo unspecified)	31.7	-0.6	24.7	-14.6	0.1	-1.7	-1.7	27.6	6.9
Cc1cc(N)n(-c2ccc([N+](=O)[O-])cc2)n1	-8.7	2.1	11.3	-1.0	13.4	-2.4	-3.0	12.7	12.1
Oc1ccccc1C1=Nc2ccccc2N=C(c2ccco2)C1	2.9	-0.4	10.1	12.2	2.8	0.7	-4.3	17.9	20.0
CN(C(=S)NC(=O)/C=C/c1ccc(F)cc1)C1CCCCC1	6.8	1.7	22.9	3.7	15.9	0.8	-5.1	21.8	16.4
CC1(C)CC(=O)C=C(c2cccc(CO)c2)C1	14.1	0.2	2.4	-4.5	-0.6	3.1	-1.6	-6.1	-2.5
Cc1ccc(-c2nc(NCc3ccco3)c3ccccc3n2)cc1	47.8	0.9	34.1	8.5	-3.8	-0.5	-4.3	33.0	12.0
O=C(Nc1nccs1)c1cc(N2CCOCC2)nc2ccccc12	21.8	-2.1	27.4	1.0	-2.2	4.1	1.9	18.5	10.9
